Source: PubChem BioAssay (several laboratories)
Smad3 FoxH1 inh – Smad3/FoxH1 peptide binding inhibitors, primary screen, biochemical, TR-FRET; Mothers against decapentaplegic homolog 3 (Homo sapiens), P84022; TR-FRET Smad3/Dy647-FoxH1 peptide binding, europium anti-His; inhibition, % at 25 µM; actives 0.29% (n = 88,000);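 active = compounds that reduce the energy-transfer binding signal between the protein and its labelled peptide by more than half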;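 also: 0% = Smad3 plus labelled peptide maximal FRET and 100% = peptide-only background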
Target sequence (P84022 whole entry, looked up): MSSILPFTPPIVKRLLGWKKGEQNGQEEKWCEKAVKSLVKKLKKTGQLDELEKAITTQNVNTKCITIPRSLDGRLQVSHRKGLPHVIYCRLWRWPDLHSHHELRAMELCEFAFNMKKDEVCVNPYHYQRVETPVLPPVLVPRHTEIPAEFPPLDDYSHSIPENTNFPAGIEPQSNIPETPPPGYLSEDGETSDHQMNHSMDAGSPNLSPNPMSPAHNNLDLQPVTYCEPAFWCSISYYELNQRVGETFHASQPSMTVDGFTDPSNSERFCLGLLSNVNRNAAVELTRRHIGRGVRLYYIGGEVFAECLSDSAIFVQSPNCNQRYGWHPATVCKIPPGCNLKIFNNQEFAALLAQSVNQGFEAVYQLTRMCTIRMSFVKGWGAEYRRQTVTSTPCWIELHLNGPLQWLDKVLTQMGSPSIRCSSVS
sEH inhibitor – soluble epoxide hydrolase inhibitors, primary screen, biochemical, human sEH; Bifunctional epoxide hydrolase 2 (Homo sapiens), P34913; recombinant human sEH enzymatic activity assay; inhibition, % at 2 µM; actives 0.34% (n = 91,000); AID 707, 2007; in the data active = inhibition above about 80%; also: values of inactives mirror those of a sister screen read the other way; many of its hits are not listed in these tables
Target sequence (P34913 whole entry, looked up): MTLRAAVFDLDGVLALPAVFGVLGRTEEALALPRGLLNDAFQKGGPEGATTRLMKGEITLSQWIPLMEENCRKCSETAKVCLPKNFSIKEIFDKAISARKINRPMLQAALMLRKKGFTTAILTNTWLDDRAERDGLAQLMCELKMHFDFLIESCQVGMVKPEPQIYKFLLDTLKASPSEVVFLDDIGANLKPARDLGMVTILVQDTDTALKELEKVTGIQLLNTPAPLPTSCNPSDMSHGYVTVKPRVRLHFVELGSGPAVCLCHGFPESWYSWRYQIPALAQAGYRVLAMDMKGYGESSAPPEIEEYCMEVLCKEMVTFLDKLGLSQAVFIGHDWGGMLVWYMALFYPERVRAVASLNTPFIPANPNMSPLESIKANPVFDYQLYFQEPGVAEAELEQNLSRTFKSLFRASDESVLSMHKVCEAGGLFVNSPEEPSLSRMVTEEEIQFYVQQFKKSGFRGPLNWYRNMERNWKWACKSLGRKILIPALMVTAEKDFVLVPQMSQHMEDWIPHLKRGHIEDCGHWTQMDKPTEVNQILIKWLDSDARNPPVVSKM
cytoskel mod – modifiers of F-actin cytoskeleton organization, primary screen, imaging, HUVEC, phalloidin staining, high-content imaging | HUVEC TNFa F-actin phalloidin imaging | inhibition, % at 2 µM | actives 0.18% (n = 91,000) | AID 836, 2007;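 active = inhibition above the batch mean plus 3 SD and confirmed as a hit by visual image inspection, cut at about 30% in these data, passing the limit was not always enough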; also: strong numbers were not always called active
Candida biofilm – clotrimazole potentiators killing Candida biofilms, primary screen, with clotrimazole, Alamar Blue | C. albicans biofilm + clotrimazole | inhibition, % at 6 µM | actives 0.14% (n = 85,000);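 active = inhibition above 20%; inactive = inhibition below 20%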;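 also: preformed 24 hr biofilms exposed to compound for 48 hr; 0% = biofilm without compound and 100% = blank killed by clotrimazole plus chlorhexidine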
sEH activator – soluble epoxide hydrolase activators, primary screen, biochemical, human sEH; purified human sEH enzymatic activity, activator screen; actives 0.04% (n = 91,000); Bifunctional epoxide hydrolase 2 (Homo sapiens), P34913; activation, % at 2 µM; AID 717, 2007; in the data active = activation above about 37%; also: values of inactives mirror those of a sister screen read the other way
TNFa cytotox – cytotoxicity in TNFa-stimulated HUVEC, primary screen, cytotoxicity control for VCAM1 expression modulator project, imaging, Hoechst nuclei count; HUVEC TNFalpha-stimulated, Hoechst cell count; cell count reduction, % at 2 µM; actives 0.17% (n = 93,000);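 active = cell count reduction exceeding the screen mean by over 5 SD, scaled to untreated wells per plate, cut at about 78% in these data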;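 also: cells counted after 24 h of TNF alpha exposure following the 1 h pretreatment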
ERb SRC1 inh – inhibitors of ERβ-SRC1 coactivator interaction, primary screen, biochemical, TR-FRET, ERβ LBD, SRC-1 peptide; AID 633, 2007; TR-FRET ER-beta LBD / SRC1-Cy5 peptide binding; receptor agonist-loaded with 1 µM estradiol; Estrogen receptor beta (Homo sapiens), Q92731; inhibition, % at 25.6 µM; actives 1.3% (n = 86,000);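 active = compounds whose percent inhibition of the receptor-coactivator binding signal exceeds about 50% in the single-dose screen, limit read from the data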;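 also: 0% = receptor plus peptide wells without compound and 100% = peptide-only wells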
HUVEC tox IL1B – cytotoxicity in IL-1B stimulated HUVEC, primary screen, cytotoxicity control for IL-1B NFkB translocation project, imaging, Hoechst nuclear count, IL-1B stimulus | HUVEC cell count loss | cell count reduction, % at 2 µM | actives 0.41% (n = 94,000) | AID 845, 2007;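 active = cell count reduction more than 3 SD above the screen-wide mean, cut at about 70% in these data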;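 also: normalized per plate to untreated control cells as the no-loss baseline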
VCAM1 TNFa inh – inhibitors of TNFa-induced VCAM1 expression, primary screen, imaging, HUVEC, TNFa stimulus, immunofluorescence. HUVEC TNFa-induced VCAM-1 immunofluorescence, high-content imaging. inhibition, % at 2 µM. actives 0.48% (n = 95,000);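 active = inhibition above the batch mean plus 3 SD, with images confirmed as a hit by eye, cut at about 37% in these data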;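 also: 0% = TNF-stimulated DMSO wells and 100% = unstimulated control wells; not every result past the cut was called active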
* = called active by the depositor; x = no result given; [ ] = dose if it differs, or a comment.

SMILES	Smad3 FoxH1 inh	sEH inhibitor	cytoskel mod	Candida biofilm	sEH activator	TNFa cytotox	ERb SRC1 inh	HUVEC tox IL1B	VCAM1 TNFa inh
OC(COc1ccc2ccccc2c1)CN1CCOCC1 (stereo unspecified)	-7.0	14.3	18.1	5.8	-15.6	-13.2	2.5	-3.8	11.3
CCCCNC(=O)CSc1nc2ccsc2c(=O)n1C1CCN(C(=O)OCC)CC1	2.9	-1.3	-28.3	10.8	4.3	-14.5	13.4[fluorescence artefact?]	-6.7	13.5
Cc1cc(C(=O)Cn2cncn2)c(C)n1CCc1ccc(F)cc1	-7.3	8.2	7.5	1.4	-8.9	-6.0	-5.2	-15.4	6.2
CC(=O)NC1=NN(C(C)=O)C(C)(c2ccc(Cl)s2)S1 (stereo unspecified)	-5.6	7.0	13.6	6.6	-7.6	-17.1	3.4	10.3	-0.2
Cc1cc(Br)ccc1OCC(=O)N1CCCCCC1	-7.3	-7.1	-6.8	5.4	7.2	4.6	-1.1	1.4	-21.1
N=c1c2c(n(Cc3ccc(F)cc3)c3c1CCC3)CCC2	15.4	x	-17.0	4.0	x	-7.9	4.2	-35.0	-1.1
O=C(c1cccc(F)c1)N1CCN(Cc2ccco2)CC1	4.2	-3.9	1.0	1.0	2.5	-17.4	0.2	-26.6	-30.8
COc1ccccc1N=c1oc2c(OC)cccc2cc1C(=O)NCc1ccco1	10.9	16.9	5.9	3.7	-16.6	-5.0	9.9[fluorescence artefact?]	-13.0	-38.9
CCOC(=O)c1c(NC(=O)CSc2nnc(-c3ccc(OC)cc3)o2)sc2c1CCC2	-3.2[fluorescence artefact?]	-8.8	9.6	7.0	11.5	-31.0	14.6	x	2.4
COc1ccc(OCC(O)CON2C(=O)c3ccccc3C2=O)cc1 (stereo unspecified)	-0.5	5.7	8.1	5.2	-4.2	-12.9	-3.0	2.3	2.2
COc1cc(C2NC(=O)N(C)C3=C2C(=O)CCC3)cc(OC)c1OC (stereo unspecified)	-4.4	16.1	15.2	6.7	-12.7	-26.2	-5.1	-26.9	-2.4
O=C1NC2(CCCCC2)C(=O)N1/N=C/c1ccc(O)cc1O	x	7.9	-6.9	x	-9.4	-6.9	x	-12.1	-23.3
COc1ccc(/C=N/n2c(=O)[nH]c3c([nH]c4ccc(C)cc43)c2=O)cc1CN1CCOCC1	-0.1	-3.6	-3.5	0.1	8.1	13.2	30.0	21.6	-5.5
O=C(c1ccco1)N1CCN=C1SCc1c(F)cccc1Cl	1.0	1.1	-14.2	9.1	1.8	11.8	14.7[fluorescence artefact?]	-3.2	5.9
O=C(COc1ccc(Cl)cc1)NNC(=O)c1ccccn1	x	9.5	16.3	x	-7.0	-5.2	x	-24.6	-10.0
O=C(Nc1nnc(COc2ccc(Cl)cc2)s1)C1CCCO1 (stereo unspecified)	-10.0	3.1	-8.7	4.8	-1.5	-8.5	-8.9	22.0	9.1
O=C(NCc1n[nH]c(=S)n1-c1ccccc1)c1ccco1	4.4[fluorescence artefact?]	3.5	8.3	2.2	-5.9	-5.2	-4.4	0.4	3.8
Cc1cccc(OCc2nnc(SCC(=O)N(C(C)C)C(C)C)n2Cc2ccco2)c1C	-8.5	5.8	40.1	9.9	-5.4	-27.3	-4.4	13.1	1.5
COc1cc(C(=O)N2c3ccccc3CC2C)cc(OC)c1OC (stereo unspecified)	-0.5	0.5	-15.5	0.3	1.9	-7.3	4.6	-1.6	7.2
O=C1CN(C(=O)c2cc(Br)c(Br)s2)c2ccccc2N1	6.4	-0.8	-3.1	7.2	2.2	-17.1	1.1	-5.5	6.0
CCCCCSc1nnc(-c2cc(Br)ccc2N)c(=O)[nH]1	4.0	-1.4	x	4.3	3.3	-8.4	-6.8	9.4	10.6
COc1ccc(Cl)cc1NC(=O)CN(C1CCCCC1)S(C)(=O)=O	4.5[fluorescence artefact?]	0.5	2.4	-1.3	-0.9	-15.2	3.7	-6.0	11.4
O=C(CSc1ncccn1)NCc1ccc(F)cc1	7.6	1.4	4.8	-6.9	-1.9	8.8	3.9	18.2	-16.8
COc1cc(NC(=O)c2ccc(NS(=O)(=O)c3c(C)noc3C)cc2)cc(OC)c1	x	0.8	-97.3	x	1.2	-10.1	x	14.0	-18.3
Cc1ccc(OC(=O)NC2CCS(=O)(=O)C2)cc1C (stereo unspecified)	-2.4	8.3	-0.8	5.3	-7.8	-6.2	-1.8	-15.1	9.4
NS(=O)(=O)c1ccc(NC(=O)COC(=O)CSc2n[nH]c(-c3ccccc3)n2)cc1	8.6	-15.7	-20.2	5.4	12.1	7.8	2.9	-13.6	11.0
COc1ccc(NC(=O)C(C)N(c2ccc(C)cc2)S(C)(=O)=O)c(OC)c1 (stereo unspecified)	0.7	-9.8	-2.5	4.4	7.8	-12.8	1.7[fluorescence artefact?]	-2.2	13.7
CCOc1ccccc1NC(=O)Cn1nnc(-c2ccc(OCC)c(OCC)c2)n1	6.1[fluorescence artefact?]	4.6	9.3	6.9	-5.8	-15.0	26.5[fluorescence artefact?]	-16.2	7.0
CC(C)Nc1nnc(SCC(=O)Nc2ccc(F)cc2)s1	7.9	x	-22.3	-0.5	x	14.6	-2.4	-24.8	7.2
O=C(Cn1nnc(-c2ccccc2-n2cnnn2)n1)c1ccccc1	5.2	16.4	3.5	3.5	-16.2	-4.7	5.3	-14.7	10.6
Clc1ccc(SCCCCn2ccnc2)cc1	-1.1	10.8	-6.0	6.2	-11.1	-7.8	-2.6	2.6	15.0
O=C1CCCc2c1cc(C(=O)NCCCN1CCOCC1)c(=O)n2-c1ccc(Cl)cc1	2.7	5.7	4.8	4.5	-5.8	-3.1	-4.9	-14.0	20.4
Cc1cccc(OC(=O)c2ccc3nccnc3c2)c1	9.0	-2.0	-0.2	4.9	4.3	4.8	-14.3	10.3	9.3
CN1C=CC=C/C1=C1\SC(=S)N(c2ccccc2)C1=O	x	4.2	7.7	x	-6.1	-33.0	x	-83.2	-9.6
Cc1nn(Cc2ccccc2Cl)c(C)c1NC(=O)c1nc2ncccn2n1	1.9	9.7	0.8	3.3	-8.4	-8.4	-5.6	10.9	10.6
O=c1c2ccccc2oc2nc3n(c(=O)c12)CCCS3	-7.8	-9.6	32.0	5.5	8.2	-15.0	4.9[fluorescence artefact?]	3.2	2.2
CCOC(=O)C(/C(N)=N/C(=O)Nc1ccccc1)=C(\C)O	x	0.9	-15.3	x	-3.0	-15.5	x	3.4	8.5
CNC(=O)CSc1nnnn1-c1ccc2c(c1)OCCO2	11.6	-1.9	8.0	-0.2	5.8	-19.3	-22.1	-4.3	7.1
COC(=O)C(Cc1cnc(Cl)s1)(C(=O)OC)c1ccc([N+](=O)[O-])cc1	-5.4	2.3	-8.2	2.6	-4.2	-12.7	-1.4[fluorescence artefact?]	7.8	-3.2
Cc1cc(NC(=O)CSC2=Nc3ccccc3C3=NC(Cc4ccccc4)C(=O)N23)n[nH]1 (stereo unspecified)	-2.9	-0.8	14.8	-0.4	-0.4	-8.0	-18.9	7.7	-12.6
O=C(Nc1ccc(S(=O)(=O)NCCc2ccccc2)cc1)c1ccc(Br)o1	3.9	29.3	-18.6	-5.5	-25.3	-14.6	-1.7	4.5	-0.7
Cc1cccnc1NC(=S)NC(=O)c1cccs1	x	8.8	11.6	x	-7.0	x	x	-6.1	-18.3
O=C(Nc1nc2ccc(S(=O)(=O)N3CCCCC3)cc2s1)c1ccncc1	2.1	-9.9	x	-0.9	8.4	x	-1.1	17.5	x
CC(C)(C)c1[nH]nc2c1C(c1ccoc1)C(C#N)=C(N)O2 (stereo unspecified)	-11.4	7.3	13.4	1.8	-4.3	-22.1	-7.3	3.2	-7.0
N#CC1=C2SCN(Cc3ccccc3)CN2C(=O)CC1c1ccc2c(c1)OCO2 (stereo unspecified)	0.0	0.0	-29.8	1.2	-5.3	14.7	-4.5	-109.0	-0.5
O=C(NCCN1CCOCC1)c1ccc(CS(=O)(=O)c2ccc(Br)cc2)o1	4.3	-18.8	15.9	6.6	17.8	-38.0	-6.6[fluorescence artefact?]	6.2	14.8
Cc1cc(NC(=O)CSc2nnc(-c3cccnc3)n2N)no1	5.4	-6.9	-12.1	0.6	5.1	-12.0	16.2	-4.8	1.9
Cn1c(C(=O)NCCCN2CCCC2=O)cc2c(=O)n(C)c3ccccc3c21	13.0	x	12.2	14.3	x	-20.4	-6.0	2.2	8.9

Among those listed so far, these contain a cyano group.
SMILES	Smad3 FoxH1 inh	sEH inhibitor	cytoskel mod	Candida biofilm	sEH activator	TNFa cytotox	ERb SRC1 inh	HUVEC tox IL1B	VCAM1 TNFa inh
CC(C)(C)c1[nH]nc2c1C(c1ccoc1)C(C#N)=C(N)O2 (stereo unspecified)	-11.4	7.3	13.4	1.8	-4.3	-22.1	-7.3	3.2	-7.0
N#CC1=C2SCN(Cc3ccccc3)CN2C(=O)CC1c1ccc2c(c1)OCO2 (stereo unspecified)	0.0	0.0	-29.8	1.2	-5.3	14.7	-4.5	-109.0	-0.5

(listing goes on)
SMILES	Smad3 FoxH1 inh	sEH inhibitor	cytoskel mod	Candida biofilm	sEH activator	TNFa cytotox	ERb SRC1 inh	HUVEC tox IL1B	VCAM1 TNFa inh
Cc1ccccc1CS(=O)(=O)Cc1ccc(C(=O)NCC2CCCO2)o1 (stereo unspecified)	12.8	-3.9	14.4	2.5	3.5	-58.1	4.0[fluorescence artefact?]	2.2	-22.9
O=C(O)c1ccc(-n2c(-c3ccc(Br)cc3)n[nH]c2=S)cc1	11.0	-16.0	-7.4	0.8	15.9	-1.2	-7.9	20.5	3.9
CC(Oc1ccc(F)cc1)C(=O)Nc1sc2c(c1C(=O)NCc1cccnc1)CCCC2 (stereo unspecified)	x	11.1	-14.2	x	-11.2	-17.7	x	x	19.6
COc1ccccc1NC(=O)C12CC3CC(C1)CC(c1ccc(C)cc1)(C3)C2	x	-11.9	-4.5	x	10.6	-42.9	x	-18.7	-0.3
CC(C)n1c(SCC(=O)N2c3ccccc3CCc3ccccc32)nc2c1c(=O)n(C)c(=O)n2C	-1.5	2.7	-9.6	7.5	0.5	-15.3	2.8	-20.4	8.5
Cn1cccc1C(=O)C(=O)Nc1ccccc1	x	-4.8	48.6	x	11.0	-24.3	x	9.1	-2.3
O=C(COc1ccc(Cl)cc1)N(Cc1ccccc1)c1ccccn1	x	-3.9	7.6	x	4.4	-20.9	x	-3.9	-23.9
COC(=O)CSc1nnc2n(C3CCCCC3)c(=O)c3c4c(sc3n12)CCCC4	x	-14.3	12.9	x	14.7	-53.1	x	-47.2	12.6
CC(=O)c1c(C(C)=O)c(C)n(CCCCn2c(C)c(C(C)=O)c(C(C)=O)c2C)c1C	3.5	5.6	7.2	-4.9	-3.2	-31.0	-18.3	9.2	-8.8
CCC(C(=O)O)N1C(=O)c2ccccc2C1=O (stereo unspecified)	8.0	4.5	-11.3	6.9	-4.0	13.0	-7.4[fluorescence artefact?]	-17.7	-2.3
Cc1cc(C)n(C(=O)c2ccc(S(=O)(=O)NCC3CCCO3)cc2)n1 (stereo unspecified)	-4.1	-7.2	7.1	8.0	10.1	-15.6	3.5	-20.7	10.1
O=C(CCN1CCN(c2ccccc2)CC1)Nc1nccs1	0.1	-0.7	-5.8	2.6	-0.2	1.2	-5.2	-48.5	2.0

Not all compounds are listed; rates above refer to the full screens.
